High-throughput results as filed in PubChem.
D3 ag: qHTS of D3 Dopamine Receptor Agonist: qHTS; D(3) dopamine receptor (Homo sapiens), P35462; D3R DiscoveRx beta-arrestin cells, luminescence, 90 min; max activation, %; 410,000 compounds, 0.58% hits; AID 652048, 2013; in the data active means max activation above about 30%; further: 0% is about no effect; mostly tested at two doses, the higher about 12 µM
Target sequence (P35462 whole entry, looked up): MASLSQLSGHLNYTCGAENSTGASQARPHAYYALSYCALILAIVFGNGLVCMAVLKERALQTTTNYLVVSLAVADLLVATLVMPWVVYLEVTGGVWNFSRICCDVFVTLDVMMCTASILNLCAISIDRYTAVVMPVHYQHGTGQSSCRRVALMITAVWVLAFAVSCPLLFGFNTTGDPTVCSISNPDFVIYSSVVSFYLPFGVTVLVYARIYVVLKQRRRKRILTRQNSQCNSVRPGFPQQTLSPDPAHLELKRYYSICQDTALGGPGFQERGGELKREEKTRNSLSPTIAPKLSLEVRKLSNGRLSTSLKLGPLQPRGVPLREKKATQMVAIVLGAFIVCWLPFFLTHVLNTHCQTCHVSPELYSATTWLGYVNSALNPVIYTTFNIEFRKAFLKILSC
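Agonist mode: compounds and dopamine controls were applied to plated cells for 90 min at 37 degrees C after an overnight attachment at 1500 cells/well. Luminescent read-out followed 30 - 60 minutes at room temperature with DiscoveRx detection reagent.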
Mm-Cpn inhibitor: Inhibitors of TCP-1 ring complex (TRiC) of Methanococcus maripaludis (MmCpn): qHTS; Chaperonin Mm-Cpn (Methanococcus maripaludis); purified Mm-Cpn ATPase, ADP Transcreener TR-FRET; Potency, µM (top dose mostly 76.9 µM), for the others: at the top dose activity, negative = inhibition, usual class: inhibitors; 330,000 compounds, 0.031% hits; further: potency means the concentration at half of the fitted maximal effect; on the % scale 0 is the no-effect control and ±100 the full control effect; nearly all actives have a fitted effect of over 80% in size
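Reaction buffer contained 30 mM Tris pH 7.4, 100 mM KCl, 5 mM MgCl2 and 1 mM DTT. Mm-CPN (25 nM final) hydrolysed 10 uM ATP over 30 min at 37°C; ADP was read by HTRF.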
pAkt inh: HTS Assay for Inhibitors of Akt Phophorylation: Primary Screen | Neuro2A IGF-stimulated pAkt S473 HTRF, 20 min; stronger effect = lower value | activity change, % for hits at 50 µM | 360,000 compounds, 0.32% hits; in the data active means activity change below about -80%; inconclusive means mostly about -51% to -80%; further: on the % scale 0 is the no-effect control and ±100 the full control effect
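Neuro2A cells in DMEM with 0.5% FBS, overnight at 37 deg C, given compound at single 50 µM final, then IGF (6 nM final) for 20 min at 37 deg C. Lysed; phospho-Akt Ser473 by HTRF after 24 h, 665/615 ratio.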
CCT chaperon mod: High-Throughput Screening for Modulators of Cytosolic Chaperonin Activity; AID 651819, 2012; purified chaperonin ATPase assay, HTRF ADP detection, 30 min; 360,000 compounds, 0.3% hits; activity change, % (concentration not given with the values), hits read low; in the data active means activity change below about -30%; further: on the % scale 0 is the no-effect control and ±100 the full control effect
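First, chaperonin was dispensed at 40 nM or 20 nM final depending on batch activity. Next, compounds were pinned at 76 uM and ATP added at 10 uM. After 30 min at 37 °C, ADP detection reagents ran 30 min at ambient temperature.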
D3 antag: qHTS of D3 Dopamine Receptor Antagonist: qHTS. D3R cells, DiscoveRx beta-arrestin luminescence, antagonist mode; stronger effect = lower value. D(3) dopamine receptor (Homo sapiens), P35462. max response, negative = inhibition, %. AID 652054, 2013. 360,000 compounds, 2.5% hits; in the data active means max response below about -50%; inconclusive means no clear call, values can overlap the other calls; further: on the % scale 0 is the no-effect control and ±100 the full control effect; mostly tested at two doses, the higher about 12 µM
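Cells plated overnight at 1500 cells/well, then exposed to library compounds with dopamine controls for 90 minutes at 37 degrees C. DiscoveRx reagent added for 30–60 minutes at room temperature; luminescence read, quantitative HTS format.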
EPAC2 antagonist: qHTS for Antagonist of cAMP-regulated guanine nucleotide exchange factor 2 (EPAC2): primary screen; Rap guanine nucleotide exchange factor 4 (Homo sapiens), Q8WZA2; EPAC2 GEF exchange of Rap1B-BODIPY-GDP, fluorescence; Potency, µM (series often up to 114 µM), inactives show at the highest dose activity, negative = inhibition, hits mostly inhibitors; 360,000 compounds, 0.18% hits; further: potency means the concentration at half of the fitted maximal effect; on the % scale 0 is the no-effect control and ±100 the full control effect; nearly all actives have a fitted effect of over 45% in size; many of its hits are not listed in these tables
PTHR1 ag: qHTS for PTHR1 Agonists: Primary Screen; Parathyroid hormone/parathyroid hormone-related peptide receptor (Homo sapiens), Q03431; HEK293 GP2 PTHR1 cells, GloSensor cAMP luminescence, 1 h; Potency, µM (highest dose often 115 µM), for the others: at the highest dose activation, hits mostly activators; 410,000 compounds, 0.075% hits; further: potency means the concentration at half of the fitted maximal effect; nearly all actives have a fitted effect of over 55% in size; some results filed as inactive show a strong effect at the top dose; inactives centre near -15; many of its hits are not listed in these tables
Target sequence (Q03431 whole entry, looked up): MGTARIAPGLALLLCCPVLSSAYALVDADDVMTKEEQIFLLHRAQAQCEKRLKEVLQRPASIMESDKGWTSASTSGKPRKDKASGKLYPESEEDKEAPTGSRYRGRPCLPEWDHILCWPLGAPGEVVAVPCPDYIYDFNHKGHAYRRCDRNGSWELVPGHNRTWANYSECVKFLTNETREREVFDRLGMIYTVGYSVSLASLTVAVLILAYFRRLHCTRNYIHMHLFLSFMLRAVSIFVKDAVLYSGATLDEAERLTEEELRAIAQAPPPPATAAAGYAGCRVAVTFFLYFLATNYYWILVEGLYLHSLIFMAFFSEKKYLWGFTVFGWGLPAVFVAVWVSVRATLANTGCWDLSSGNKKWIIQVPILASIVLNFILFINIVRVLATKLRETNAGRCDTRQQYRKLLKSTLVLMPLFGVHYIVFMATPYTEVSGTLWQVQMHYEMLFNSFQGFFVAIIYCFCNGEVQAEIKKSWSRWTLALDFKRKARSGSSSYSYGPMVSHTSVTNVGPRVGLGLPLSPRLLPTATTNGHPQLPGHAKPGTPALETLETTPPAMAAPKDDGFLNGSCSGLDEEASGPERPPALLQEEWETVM
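HEK-293-derived GP2 cells expressing PTHR1 and a GloSensor cAMP reporter, 3,000/well, plated overnight, given luciferin plus IBMX (each 0.5 mM as added) for 1 h at 37 °C, then compound for 1 h at 37 °C. Luminescence was read after 15 min at room temperature.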
EPAC2 ag: qHTS for Agonist of cAMP-regulated guanine nucleotide exchange factor 4 (EPAC2): primary screen; Potency, µM (doses to about 154 µM), for inactives: at the top dose activation, hits mostly activators; EPAC2 activation, biochemical qHTS; response scale: 100% = 6.5 mM cAMP response; Rap guanine nucleotide exchange factor 4 (Homo sapiens), Q8WZA2; 360,000 compounds, 0.079% hits; further: potency means the concentration at half of the fitted maximal effect; nearly all actives have a fitted effect of over 50% in size
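Each well held 100 nM EPAC2, 250 nM RAP1B-BODIPY-GDP and 50 uM GDP. Fluorescence, read at 5-min intervals to 30 min, was referenced to a 6.5 mM cAMP positive control.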
An asterisk follows results filed as active; i = inactive; ? = inconclusive; nt = no result given; [ ] = remark or other dose. Unless noted, the call rests on the fitted dose curve; in most records, active means well fitted curve in the direction sought with a large enough effect; inconclusive means small, poorly fitted or top-dose-only effect, or another doubt; inactive means no such curve, though single readings can be large; an effect the other way counts as inactive or inconclusive. These rows are one share of the data. The share of hits here may be higher or lower than overall.

Every second line gives: D3 ag	Mm-Cpn inhibitor	pAkt inh	CCT chaperon mod	D3 antag	EPAC2 antagonist	PTHR1 ag	EPAC2 ag
1: COC(=O)C1=C(c2ccccc2)C[C@@H]2CC[C@H]1N2C(=O)NCC1CC1
  -16	nt	i	-2.5	-16	0%	-9%	5%
2: CCn1cc(/C=c2/sc3n(c2=O)C2c4ccccc4OC(C)(N=3)C2C(=O)OC)c(C)n1 (configuration not stated)
  1	-2%	i	-2.0	-7	-3%	-29%	6%
3: O=c1c2ccccc2nc(-c2ccccc2Cl)n1-c1cccc(O)c1
  -5	0%	i	-2.2	-7	-17%	i	12%
4: N=c1ccccn1Cc1ccccc1
  -4	-2%	i	1.6	-1	6%	i	5%
5: COC(=O)C1=C(c2cccc(C#N)c2)C[C@@H]2CC[C@H]1N2C(=O)NCCOc1ccccc1Cl
  1	6%	i	-2.0	22	-18%	i	6%
6: COC(=O)C1=C(c2ccc(C(C)=O)cc2)C[C@@H]2CC[C@H]1N2C(=O)N1CCC(O)(c2ccc(Cl)cc2)CC1
  -20	-2%	i	-2.8	-1	-7%	-32%[inhibitor]	12%
7: CN1CCN(c2ccc(N)c(N3CCN(C)CC3)c2)CC1
  0	-2%	i	-2.3	6	13%	-11%	0%
8: O=C1OC(c2ccc(Br)cc2)=N/C1=C\N1CC2CC(C1)c1cccc(=O)n1C2 (configuration not stated)
  0	-1%	i	-2.3	-27	-9%	i	5%
9: CC(C)N(CC#CCC1(O)c2ccccc2-c2ccccc21)C(C)C
  -6	1%	i	1.7	8	23%	18%	-4%
10: COC(=O)C1=C(c2cccc(C#N)c2)C[C@@H]2CC[C@H]1N2C(=O)NCCO
  0	-1%	i	-2.3	-23	5%	-11%	6%
11: CCOC(=O)[C@]12Cc3cc(C)ccc3[C@H]1N(CCC(=O)OC)C(=O)c1cc(OC)ccc12
  -6	nt	i	0.9	2	?	i	-1%
12: CN(C)CC#CCOCCOCCC#N
  4	0%	i	-0.6	4	-4%	-18%[57.5 µM]	-9%
13: O=C(NCc1ccccc1)c1cccn(Cc2ccccc2)c1=O
  -5	0%	i	0.8	-6	-14%	-36%[inhibitor]	0%
14: COc1cccc2cc(-c3cc(=O)oc4ccc(OC(=O)N(C)C)cc34)oc12
  9	-1%	i	1.2	22	-3%	-4%	-9%
15: O=C(Cc1ccccc1)OCCNC(=O)c1cccnc1
  5	0%	i	-0.4	-5	0%	-3%[57.5 µM]	12%
16: CSc1ncc(Br)c(N2CC2)n1
  -3	nt	i	-4.2	4	3%	-5%	6%
17: CC(C)N1CCN(c2ccc(O)cc2)CC1
  -5	2%	i	-1.8	-7	-1%	-20%	2%
18: Cc1ncoc1C(=O)NCC1=C(c2ccc(S(C)(=O)=O)cc2)C[C@@H]2CC[C@H]1N2Cc1ccco1
  3	nt	i	-0.4	18	-2%	-14%	5%
19: CCN(CC(=O)Nc1ccc(C#N)c(Cl)c1)CC(=O)NC(C)(C)C
  6	-2%	i	1.1	4	-11%	-32%	-5%
20: O=[N+]([O-])c1cccc(O)c1
  3	1%	i	-0.3	13	-9%	-34%[inhibitor]	13%
21: COc1cccc(CNCCc2ccccc2)c1OC
  -4	2%	i	-0.2	2	1%	i	4%
22: CN(C(=O)Cc1ccc(Cl)c(Cl)c1)C(CN1CCCC1)c1cccc(OCC(=O)O)c1 (configuration not stated)
  -2	0%	i	-0.5	10	4%	i	4%
23: Fc1ccc(NC(=S)N2Cc3ccccc3-n3nncc3C2)cc1
  -4	nt	i	0.7	8	6%	i	7%
24: Cc1nn(C)c(C)c1P(=S)(c1c(C)nn(C)c1C)N(C)C
  7	-18%	i	-0.7	2	6%	i	7%
25: O=Cc1cn(Cc2ccc(Br)cc2)c2ccccc12
  5	1%	i	0.7	3	-7%	-10%	14%
26: CCC1(CC)COP(=O)(OCC(Cl)CCl)OC1 (configuration not stated)
  -4	nt	i	-5.7	-23	-2%	-24%	0%
27: COc1ccc(C(c2nnnn2-c2c(C)cccc2C)N2CCC(n3c(=O)[nH]c4ccccc43)CC2)cc1 (configuration not stated)
  4	nt	i	0.5	115	0%	-4%	6%
28: CCC(=NCc1ccco1)c1c(O)n(C)c(=O)n(C)c1=O
  6	1%	i	-3.0	4	-18%	-22%	16%
29: CN1C(=O)C(C)(C2=CCCCC2)C(=O)NC1=S (configuration not stated)
  7	nt	i	-1.6	5	3%	i	-1%
30: CC(=NCCCN1CCOCC1)c1c(O)[nH]c(=O)[nH]c1=O
  -5	0%	i	0.6	12	4%	i	1%

Nos. 26 through 30, reprinted for reference:
Every second line gives: D3 ag	Mm-Cpn inhibitor	pAkt inh	CCT chaperon mod	D3 antag	EPAC2 antagonist	PTHR1 ag	EPAC2 ag
26: CCC1(CC)COP(=O)(OCC(Cl)CCl)OC1 (configuration not stated)
  -4	nt	i	-5.7	-23	-2%	-24%	0%
27: COc1ccc(C(c2nnnn2-c2c(C)cccc2C)N2CCC(n3c(=O)[nH]c4ccccc43)CC2)cc1 (configuration not stated)
  4	nt	i	0.5	115	0%	-4%	6%
28: CCC(=NCc1ccco1)c1c(O)n(C)c(=O)n(C)c1=O
  6	1%	i	-3.0	4	-18%	-22%	16%
29: CN1C(=O)C(C)(C2=CCCCC2)C(=O)NC1=S (configuration not stated)
  7	nt	i	-1.6	5	3%	i	-1%
30: CC(=NCCCN1CCOCC1)c1c(O)[nH]c(=O)[nH]c1=O
  -5	0%	i	0.6	12	4%	i	1%

Whole records as entered above. Values in the order: D3 ag | Mm-Cpn inhibitor | pAkt inh | CCT chaperon mod | D3 antag | EPAC2 antagonist | PTHR1 ag | EPAC2 ag
CN1C(=O)C(C)(C2=CCCCC2)C(=O)NC1=S (configuration not stated) across the screens: 7 | nt | i | -1.6 | 5 | 3% | i | -1%
O=Cc1cn(Cc2ccc(Br)cc2)c2ccccc12 across the screens: 5 | 1% | i | 0.7 | 3 | -7% | -10% | 14%
COc1cccc(CNCCc2ccccc2)c1OC across the screens: -4 | 2% | i | -0.2 | 2 | 1% | i | 4%

Next compounds
Every second line gives: D3 ag	Mm-Cpn inhibitor	pAkt inh	CCT chaperon mod	D3 antag	EPAC2 antagonist	PTHR1 ag	EPAC2 ag
31: COc1ccc2[nH]c3c(c2c1)CCN[C@H]3C
  18	2%	i	-3.1	-12	1%	i	25%
32: O=[N+]([O-])c1ccc(-[n+]2c(-c3ccccc3)cc(-c3ccccc3)cc2-c2ccccc2)cc1
  -6	2%	i	-0.8	-29	7%	-24%	5%
33: CSCCC(c1nnnn1Cc1ccccc1)N1CCC(n2c(=O)[nH]c3ccccc32)CC1 (configuration not stated)
  1	nt	i	0.3	77	-20%	-66%[inhibitor]	7%
34: CCC1(CC)C(=O)N(C)C(=O)NC1=NC
  -6	-1%	i	-0.8	-7	2%	i	6%
35: CCOC(=O)C1(CCc2ccccc2)CCN(Cc2csc(C(C)=O)c2)CC1
  -4	2%	i	-2.2	?	?	-14%	2%
36: COC(=O)C1=C(c2cc3ccccc3s2)C[C@@H]2CC[C@H]1N2C(=O)NC1CCCCC1
  -11	nt	i	-1.6	-5	-5%	-66%[inhibitor]	9%
37: C[C@H]1CN([C@@H](C)CO)C(=O)CCCn2nncc2CO[C@H]1CN(C)C(=O)Oc1ccccc1
  7	nt	i	2.0	4	2%	-20%	-6%
38: COc1cc(O)c2c(c1)/C=C/C[C@H](O)[C@H](O)C(=O)CCC[C@H](C)OC2=O
  6	nt	i	-2.1	9	-3%	-7%	1%
39: COCc1c(CN)cnc(C)c1N
  -11	-2%	i	0.7	-21	10%	-15%[57.5 µM]	-1%
40: CC1(C)C(c2ccccc2)=NC(c2cccnc2)=[N+]1[O-]
  -6	0%	i	0.6	22	-1%	i	5%
41: CCC(=NC1CC1)c1c(O)n(C2CCCCC2)c(=O)[nH]c1=O
  1	1%	i	-4.1	9	0%	-12%	5%
42: COC(=O)C1=C(c2ccc(Cl)c(C(F)(F)F)c2)C[C@@H]2CC[C@H]1N2C(=O)NCCOc1ccc(OC)cc1
  -8	-1%	i	-0.8	?	?	i	-4%
43: CC(C)OP(=O)(Oc1ccc(C(O)C(Cl)(Cl)Cl)cc1)OC(C)C (configuration not stated)
  -12	-3%	i	-0.7	-16	-5%	i	3%
44: O=C1NC(=O)N(Cc2ccccc2)C(=O)/C1=C/C=C/c1ccco1
  3	-4%	i	-2.1	-18	-15%	-26%	19%
45: CC1C(c2ccccc2)OC(=O)N1C (configuration not stated)
  1	nt	i	-1.7	-19	-1%	i	19%
46: CC(=O)C1C2c3ccccc3OC1(C)N=c1s/c(=C/c3cn(C)nc3C)c(=O)n12 (configuration not stated)
  6	1%	i	3.4	29	?	-13%[57.5 µM]	-9%
47: COc1ccc(S(=O)(=O)Nc2ccc3c(c2)CC(=O)N([C@@H](C)CO)C[C@H](C)[C@@H](CN(C)S(=O)(=O)c2ccc(F)cc2)O3)cc1
  -33	0%	i	0.6	-1	-3%	-57%[inhibitor]	-8%
48: O=C1/C(=C/c2ccncc2)N2CCC1CC2
  -2	5%	i	0.1	-9	9%	-47%[inhibitor]	4%
49: CC(C)(CN)CC(=O)O
  3	-1%	i	1.4	-7	26%	7%	4%
50: Cc1ccc(-c2cc(-c3ccc(C)cc3)[n+](C)o2)cc1
  -3	1%	i	0.4	20	10%	i	0%
51: CCN1C[C@@]2(COC)C3[C@@H](OC)[C@H]4[C@@H]1[C@@]3(C1C[C@H]3[C@H](O)C1[C@]4(O)C[C@H]3OC)[C@@H](OC)C[C@H]2O (some centres not stated)
  10	nt	i	-2.6	0	1%	-13%	5%
52: COC(=O)C1=C(c2cccc(OCc3ccccc3)c2)C[C@@H]2CC[C@H]1N2C(=O)NCc1cc(C)oc1C(F)(F)F
  3	-15%	i	-7.6	-13	5%	i	7%
